mIAP block – mouse IAP inhibition | AID 2806 | inhibition, % at 10 µM | purified mouse IAP, CDP-Star luminescence, 30 min | actives 0.2% (n = 330,000);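 active means inhibition of at least 40% at 10 µM in the primary screen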;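 further: plate controls were DMSO with enzyme for no effect and no enzyme wells for full effect; values of inactives mirror those of a sister screen read the other way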
beta cell repl – induces beta-cell replication in MIN6 cells; MIN6 cells proliferation, ATPlite luminescence, 48 h; cells starved in 0.2% serum; 100% = growth in 10% serum; actives 0.29% (n = 330,000); proliferation, % at 10 µM;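 active means compounds whose signal lies at least 3.5 SD above the mean of all wells on their plate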;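 further: 0% = DMSO-treated cells in low-serum medium and 100% = 10% serum control; some compounds called inactive have numbers as strong as hits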
MPTP block – permeability transition pore inhibition. isolated mouse mitochondria, Ca2+ swelling absorbance, 30 min. actives 1.4% (n = 360,000). inhibition, % at 10 µM;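 active means inhibition of 50% or more, scaled per plate between neutral and stimulator controls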;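 further: 0% = DMSO wells given calcium and 100% = 1 mM EGTA wells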
hIAP act – increases human intestinal alkaline phosphatase activity | AID 2524 | actives 0.16% (n = 330,000) | P09923 | purified human IAP, CDP-Star luminescence, 30 min; hits give high values; 1 = vehicle-only enzyme, 0 = enzyme-free background | activation factor at 10 µM;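 active means activation factor of the enzyme at least 2-fold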; further: the source names both 10 and 20 µM as test concentration; values of inactives mirror those of a sister screen read the other way
hIAP block – blocks human intestinal alkaline phosphatase. actives 0.12% (n = 330,000). P09923. purified IAP, CDP-Star luminescence, 30 min. inhibition, % at 10 µM;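 active means inhibition reaching a set limit with compound at 10 µM in the primary screen, cut at about 35% in these data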;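 further: plate controls were DMSO wells with enzyme for no effect and no-enzyme buffer wells for full effect; values of inactives mirror those of a sister screen read the other way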
APOBEC3G inh – blocks human APOBEC3G single-stranded DNA deamination; inhibition, % at 20 µM; actives 0.28% (n = 330,000); recombinant A3G, ssDNA deamination FAM/TAMRA fluorescence;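 active means inhibition of at least 40% at 20 µM, with no more than 30% in the related APOBEC3A deaminase screen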;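 further: plate controls were DMSO wells with A3G for no effect and wells lacking A3G enzyme for full effect; some compounds called inactive have numbers as strong as hits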
Target sequence (Q9HC16 whole entry, looked up): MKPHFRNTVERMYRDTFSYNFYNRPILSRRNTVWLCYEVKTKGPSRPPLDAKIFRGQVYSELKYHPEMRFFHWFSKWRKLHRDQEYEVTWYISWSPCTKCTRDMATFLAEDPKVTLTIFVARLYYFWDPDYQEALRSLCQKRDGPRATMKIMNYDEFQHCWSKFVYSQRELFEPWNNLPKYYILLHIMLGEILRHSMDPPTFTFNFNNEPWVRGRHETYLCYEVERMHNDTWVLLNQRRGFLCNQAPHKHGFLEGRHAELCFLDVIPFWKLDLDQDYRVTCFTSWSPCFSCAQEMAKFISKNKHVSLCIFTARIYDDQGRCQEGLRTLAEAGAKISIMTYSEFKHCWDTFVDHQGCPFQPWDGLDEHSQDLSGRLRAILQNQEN
ATG4B inhibitor – inhibitors of human ATG4B cysteine protease; actives 0.51% (n = 340,000); inhibition, % at 8.33 µM; ATG4B cleavage of LC3-PLA2, NBD-HPC fluorescence, 1 h; Q9Y4P1; in the data active means inhibition above about 40%
Target sequence (Q9Y4P1 whole entry, looked up): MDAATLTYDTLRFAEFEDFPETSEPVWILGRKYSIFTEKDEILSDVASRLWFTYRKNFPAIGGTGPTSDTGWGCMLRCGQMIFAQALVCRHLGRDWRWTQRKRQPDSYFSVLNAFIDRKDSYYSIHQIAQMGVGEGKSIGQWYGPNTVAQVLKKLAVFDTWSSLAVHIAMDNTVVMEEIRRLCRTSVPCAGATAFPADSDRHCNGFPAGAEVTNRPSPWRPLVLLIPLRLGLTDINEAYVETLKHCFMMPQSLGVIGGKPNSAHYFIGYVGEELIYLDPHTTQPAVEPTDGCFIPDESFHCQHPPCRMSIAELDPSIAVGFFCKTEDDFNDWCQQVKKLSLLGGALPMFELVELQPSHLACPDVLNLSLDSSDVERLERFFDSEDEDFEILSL
APOBEC3A inh – blocks human APOBEC3A ssDNA deamination. P31941. recombinant A3A, FAM/TAMRA ssDNA deamination fluorescence. inhibition, % at 20 µM. actives 0.41% (n = 330,000);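 active means at least 40% inhibition at 20 µM here, with at most 30% in a related deaminase screen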;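 further: plate controls were A3A with DMSO for no effect and wells lacking A3A enzyme for full effect; some results filed as inactive read as strong as hits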
Target sequence (P31941 whole entry, looked up): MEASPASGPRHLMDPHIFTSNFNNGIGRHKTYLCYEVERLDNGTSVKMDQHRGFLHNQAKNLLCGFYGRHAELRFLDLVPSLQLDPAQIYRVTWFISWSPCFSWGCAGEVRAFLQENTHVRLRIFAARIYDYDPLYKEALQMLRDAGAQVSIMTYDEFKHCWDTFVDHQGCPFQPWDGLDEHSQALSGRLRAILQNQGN
mIAP act – increases mouse intestinal alkaline phosphatase activity | muIAP, CDP-Star luminescence, 30 min; hits give high values; 1 = vehicle-only enzyme signal, 0 = enzyme-free wells | AID 2805 | actives 0.24% (n = 330,000) | activation factor at 10 µM;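 active means activation factor of at least 2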; further: the source names both 10 and 20 µM as test concentration; values of inactives mirror those of a sister screen read the other way
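Assay system: mouse IAP enzyme; reagent: chemiluminescent substrate CDP-Star; dosing: test compounds delivered from DMSO solution; schedule: 30 min at room temperature; measured by: luminescence from enzymatic CDP-Star hydrolysis; controls: DMSO-only wells and no-enzyme negative control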
The depositor's hits bear a star.

CC1CCCCN1S(=O)(=O)c1ccc(C(=O)Nc2ccccc2-c2nc3ccccc3s2)cc1 (stereo not drawn) was read as mIAP block 13, beta cell repl 0, MPTP block -1.3, hIAP act 1, hIAP block 0, APOBEC3G inh 5, ATG4B inhibitor 7, APOBEC3A inh 1 and mIAP act 0.87.
For CC(C)(C)OC(=O)C(C)(C)Sc1nnc(N)s1 the results were mIAP block -4, beta cell repl -3, MPTP block -0.5, hIAP act 1, hIAP block -4, APOBEC3G inh -11, ATG4B inhibitor 4, APOBEC3A inh -3 and mIAP act 1.
CCc1ccc(NC(=O)CN2C(=O)CSC2=O)cc1 was read as mIAP block 0, beta cell repl -1, MPTP block -2.6, hIAP act 1.1, hIAP block -14, APOBEC3G inh -3, ATG4B inhibitor 5, APOBEC3A inh -2 and mIAP act 1.
Screening CCOC(=O)c1c(C)[n+]([O-])c2ccc3c(non3O)c12 returned mIAP block -2, beta cell repl -1, MPTP block 0.8, hIAP act 0.98, hIAP block 2, APOBEC3G inh -8, ATG4B inhibitor -1, APOBEC3A inh -3 and mIAP act 1.
`CN(CC(=O)NCc1ccc(Cl)cc1)S(=O)(=O)c1cccc2cccnc12` gave mIAP block 7, beta cell repl -3, MPTP block -0.6, hIAP act 0.88, hIAP block 12, APOBEC3G inh -6, ATG4B inhibitor -6, APOBEC3A inh -5 and mIAP act 0.93.
Screening COc1cc(/C=N/NC(=O)C2CC(=O)N(c3ccc(C)cc3)C2)cc(OC)c1OC (stereo not drawn) returned mIAP block 4, beta cell repl 0, MPTP block 2.4, hIAP act 0.96, hIAP block 4, APOBEC3G inh 6, ATG4B inhibitor -1, APOBEC3A inh -1 and mIAP act 0.96.
Screening COCCCNC(=O)c1ccc2c(=O)n(Cc3ccc4c(c3)OCO4)c(=S)[nH]c2c1 returned mIAP block 3, beta cell repl 0, MPTP block 5.5, hIAP act 0.86, hIAP block 14, APOBEC3G inh 0, ATG4B inhibitor -13, APOBEC3A inh 0 and mIAP act 0.97.
`N#Cc1ccc(N2Cc3ccccc3/C2=N/C(=O)Nc2ccc(Cl)cc2)cc1` gave mIAP block 3, beta cell repl 0, MPTP block 2.0, hIAP act 0.93, hIAP block 7, APOBEC3G inh -6, ATG4B inhibitor 7, APOBEC3A inh 0 and mIAP act 0.97.
`COCCn1c(SCC(=O)NC2CCCCC2)nnc1-c1ccncc1` gave mIAP block -2, beta cell repl 0, MPTP block -1.6, hIAP act 0.98, hIAP block 2, APOBEC3G inh -4, ATG4B inhibitor -4, APOBEC3A inh -3 and mIAP act 1.
For Cn1c(CNc2cccc(Cl)c2)nnc1SCC(=O)OC1CCCCC1 the results were mIAP block -7, beta cell repl -1, MPTP block 1.0, hIAP act 0.94, hIAP block 6, APOBEC3G inh -1, ATG4B inhibitor -15, APOBEC3A inh 1 and mIAP act 1.1.
COc1ccc(NC(=O)c2cc3n(n2)C(C(F)(F)F)CC(c2ccc4c(c2)OCO4)N3)cc1OC (stereo not drawn) was read as mIAP block -4, beta cell repl -4, MPTP block -4.6, hIAP act 0.87, hIAP block 13, APOBEC3G inh -5, ATG4B inhibitor -4, APOBEC3A inh -3 and mIAP act 1.
Screening Nc1nc(-c2ccc(F)cc2)cc(C(F)(F)F)n1 returned mIAP block 10, beta cell repl 0, MPTP block -0.3, hIAP act 0.99, hIAP block 1, APOBEC3G inh -4, ATG4B inhibitor 12, APOBEC3A inh -5 and mIAP act 0.9.
Screening O=C1NC(c2ccco2)Nc2sc3c(c21)CCN(Cc1ccccc1)C3 (stereo not drawn) returned mIAP block 1, beta cell repl -1, MPTP block 1.6, hIAP act 1, hIAP block 0, APOBEC3G inh -3, ATG4B inhibitor 3, APOBEC3A inh -1 and mIAP act 0.99.
Screening C[C@@H]1CN([C@@H](C)CO)C(=O)c2cccc(NC(=O)Nc3ccc(F)cc3)c2O[C@@H]1CN(C)Cc1ccc(Oc2ccccc2)cc1 returned mIAP block -333, beta cell repl -6, MPTP block -1.1, hIAP act 0.85, hIAP block 15, APOBEC3G inh -5, ATG4B inhibitor -10, APOBEC3A inh 0 and mIAP act 4.3*.
Screening O=C(CCCOc1ccc(Cl)cc1Cl)NCc1ccncc1 returned mIAP block 1, beta cell repl 0, MPTP block -1.1, hIAP act 0.95, hIAP block 5, APOBEC3G inh -5, ATG4B inhibitor -16, APOBEC3A inh 0 and mIAP act 0.99.
Screening CCOC(=O)c1cc(S(=O)(=O)NCCc2ccc(OC)c(OC)c2)cn1C returned mIAP block 8, beta cell repl -2, MPTP block 2.2, hIAP act 1.1, hIAP block -10, APOBEC3G inh -9, ATG4B inhibitor -10, APOBEC3A inh -6 and mIAP act 0.92.
Screening Cc1c(Cl)cccc1NC(=O)CCN1CCN(C)CC1 returned mIAP block -1, beta cell repl -2, MPTP block 0.3, hIAP act 1.2, hIAP block -16, APOBEC3G inh -4, ATG4B inhibitor 6, APOBEC3A inh -2 and mIAP act 1.
Screening Clc1ccccc1C1SCC2Nc3ccccc3CN21 (stereo not drawn) returned mIAP block 17, beta cell repl 0, MPTP block -4.5, hIAP act 1.2, hIAP block -16, APOBEC3G inh -3, ATG4B inhibitor 0, APOBEC3A inh -1 and mIAP act 0.83.
Screening COCCCN(C(=S)NC(=O)c1ccc(C(C)(C)C)cc1)c1c(N)n(Cc2ccccc2)c(=O)[nH]c1=O returned mIAP block 7, beta cell repl 0, MPTP block 0.8, hIAP act 1.1, hIAP block -7, APOBEC3G inh -1, ATG4B inhibitor -4, APOBEC3A inh 2 and mIAP act 0.93.
Screening Cc1cccc(N(C(=O)Cn2nnc3ccccc32)C(C(=O)NCc2ccco2)c2ccncc2)c1C (stereo not drawn) returned mIAP block -9, beta cell repl -3, MPTP block 0.1, hIAP act 0.94, hIAP block 6, APOBEC3G inh -3, ATG4B inhibitor -1, APOBEC3A inh 0 and mIAP act 1.1.

2 records picked at random from the list so far, as already listed:
Screening COCCCN(C(=S)NC(=O)c1ccc(C(C)(C)C)cc1)c1c(N)n(Cc2ccccc2)c(=O)[nH]c1=O returned mIAP block 7, beta cell repl 0, MPTP block 0.8, hIAP act 1.1, hIAP block -7, APOBEC3G inh -1, ATG4B inhibitor -4, APOBEC3A inh 2 and mIAP act 0.93.
Screening C[C@@H]1CN([C@@H](C)CO)C(=O)c2cccc(NC(=O)Nc3ccc(F)cc3)c2O[C@@H]1CN(C)Cc1ccc(Oc2ccccc2)cc1 returned mIAP block -333, beta cell repl -6, MPTP block -1.1, hIAP act 0.85, hIAP block 15, APOBEC3G inh -5, ATG4B inhibitor -10, APOBEC3A inh 0 and mIAP act 4.3*.

Grouped by structure, those above with a tert-butyl group.
For CC(C)(C)OC(=O)C(C)(C)Sc1nnc(N)s1 the results were mIAP block -4, beta cell repl -3, MPTP block -0.5, hIAP act 1, hIAP block -4, APOBEC3G inh -11, ATG4B inhibitor 4, APOBEC3A inh -3 and mIAP act 1.
Screening COCCCN(C(=S)NC(=O)c1ccc(C(C)(C)C)cc1)c1c(N)n(Cc2ccccc2)c(=O)[nH]c1=O returned mIAP block 7, beta cell repl 0, MPTP block 0.8, hIAP act 1.1, hIAP block -7, APOBEC3G inh -1, ATG4B inhibitor -4, APOBEC3A inh 2 and mIAP act 0.93.

(cont.)
`Cc1c(NC(=O)COC(=O)Cc2ccc(Cl)cc2)c(=O)n(-c2ccccc2)n1C` gave mIAP block -6, beta cell repl 0, MPTP block -0.7, hIAP act 0.91, hIAP block 9, APOBEC3G inh -1, ATG4B inhibitor 3, APOBEC3A inh 2 and mIAP act 1.1.
CCc1cc(C(=O)O)c(NC(=O)C(c2ccccc2)c2ccccc2)s1 was read as mIAP block -4, beta cell repl -3, MPTP block -2.4, hIAP act 1, hIAP block -3, APOBEC3G inh 0, ATG4B inhibitor 7, APOBEC3A inh -1 and mIAP act 1.
Cc1ccc(NC(=O)c2ccccn2)cc1S(=O)(=O)N1CCOCC1 was read as mIAP block 0, beta cell repl -2, MPTP block -1.6, hIAP act 1, hIAP block -4, APOBEC3G inh -4, ATG4B inhibitor -4, APOBEC3A inh -4 and mIAP act 1.
Screening O=C(O)CCC(=O)OC1CC2CCC1C2 (stereo not drawn) returned mIAP block -3, beta cell repl -1, MPTP block 0.2, hIAP act 0.98, hIAP block 2, APOBEC3G inh 1, ATG4B inhibitor -2, APOBEC3A inh 2 and mIAP act 1.
CC1Cc2ccccc2N1S(=O)(=O)c1cnc(Cl)c(Cl)c1 (stereo not drawn) was read as mIAP block -4, beta cell repl -6, MPTP block 1.4, hIAP act 1, hIAP block -2, APOBEC3G inh -5, ATG4B inhibitor -7, APOBEC3A inh -4 and mIAP act 1.
`CN(C)CCN(C(=O)/C=C/c1cccs1)c1nc2ccc(Br)cc2s1` gave mIAP block 20, beta cell repl -4, MPTP block 6.4, hIAP act 0.79, hIAP block 21, APOBEC3G inh -6, ATG4B inhibitor -13, APOBEC3A inh -7 and mIAP act 0.8.
For O=C(O)CSCC(=O)Nc1ccc(C(=O)O)cc1 the results were mIAP block 9, beta cell repl 1, MPTP block -0.7, hIAP act 1, hIAP block -2, APOBEC3G inh -7, ATG4B inhibitor -7, APOBEC3A inh -7 and mIAP act 0.91.
Screening Cc1ccc2cc(/C=C(\C#N)C(N)=O)c(N3CCCCC3)nc2c1 returned mIAP block 7, beta cell repl -4, MPTP block 1.6, hIAP act 1.2, hIAP block -16, APOBEC3G inh -6, ATG4B inhibitor -6, APOBEC3A inh 5 and mIAP act 0.93.
For FC(F)(F)c1ccccc1NC(=S)NC1CCN(Cc2ccccc2)CC1 the results were mIAP block -9, beta cell repl 0, MPTP block 0.2, hIAP act 0.89, hIAP block 11, APOBEC3G inh -3, ATG4B inhibitor -6, APOBEC3A inh 6 and mIAP act 1.1.
`CCc1ccc(N2CC(C(=O)N/N=C/c3cc([N+](=O)[O-])ccc3O)CC2=O)cc1` (stereo not drawn) gave mIAP block 14, beta cell repl -4, MPTP block -1.4, hIAP act 1, hIAP block -3, APOBEC3G inh -7, ATG4B inhibitor 2, APOBEC3A inh -1 and mIAP act 0.86.
Screening CN(Cc1ccccc1)CC(O)COc1ccc(CNCCc2ccncc2)cc1 (stereo not drawn) returned mIAP block -5, beta cell repl -2, MPTP block 8.9, hIAP act 1.1, hIAP block -15, APOBEC3G inh -2, ATG4B inhibitor 4, APOBEC3A inh 3 and mIAP act 1.1.
COc1ccc(C(NC(=O)CNC(C)=O)C(=O)Nc2ccc(C(C)C)cc2)cc1 (stereo not drawn) was read as mIAP block -1, beta cell repl -4, MPTP block -0.2, hIAP act 0.83, hIAP block 17, APOBEC3G inh -2, ATG4B inhibitor -6, APOBEC3A inh 2 and mIAP act 1.
Screening Cc1ccc(-c2csc3ncnc(Oc4ccc5c(C)cc(=O)oc5c4)c23)cc1 returned mIAP block 13, beta cell repl -5, MPTP block -1.3, hIAP act 0.94, hIAP block 6, APOBEC3G inh -6, ATG4B inhibitor -4, APOBEC3A inh -2 and mIAP act 0.87.
CC(/C=C/c1ccco1)=N\NC(=O)c1cccnc1 was read as mIAP block -6, beta cell repl -1, MPTP block -0.8, hIAP act 1.1, hIAP block -13, APOBEC3G inh 14, ATG4B inhibitor -4, APOBEC3A inh 9 and mIAP act 1.1.
Screening CC(=O)c1cccc(NC(=O)NCCc2ccc(Cl)cc2)c1 returned mIAP block -8, beta cell repl 3, MPTP block 1.8, hIAP act 1.2, hIAP block -16, APOBEC3G inh -3, ATG4B inhibitor 5, APOBEC3A inh 3 and mIAP act 1.1.
